Cav32 inh = human Cav3.2 channel inhibition, primary screen; O95180; Cav3.2-expressing cells, Fluo-4 calcium fluorescence FDSS; hits give low values; B-score at 10 µM; hit rate 4% among 100,000; AID 449739;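 active = single-dose well whose peak fluorescence ratio is a statistical outlier from its plate by either plate-standardised score or position-corrected B-score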
Starred values were filed as active, the others as inactive. Not all compounds are listed; count on the stated rates, not on these rows.

SMILES | Cav32 inh
CC(NC(=O)Cn1cnnn1)C12CC3CC(CC(C3)C1)C2 (stereo not given) | 0.41
O=C(Cn1c(-c2cscn2)nc2ccccc21)Nc1cc(F)ccc1F | -0.095
COC(=O)C(N)Cc1ccc(O)c(O)c1 (stereo not given) | -0.74
COc1ccc2c(c1)-c1ccccc1S(=O)(=O)N2C | -0.3
CCOc1cc(N2CCOCC2)c(OCC)cc1NC(=O)COC(=O)[C@H](Cc1c[nH]c2ccccc12)NC(C)=O | 1.4
COc1ccccc1NC(=S)NNC(=O)c1cc(C)nn1C | 0.19
Cc1ccc(C)c(S(=O)(=O)Nc2ccccc2C(=O)Nc2ccccc2N2CCOCC2)c1 | -4.9*
COc1ccc(Cn2nnnc2C(c2cccs2)N2CCN(c3ccccc3)CC2)cc1 (stereo not given) | -3.5
COc1ccc(-c2cc(C(F)(F)F)nc(SCC(=O)NCc3cccs3)n2)cc1 | -2.1
COc1cc(S(=O)(=O)N2CCCCC2)ccc1NC(=O)/C=C/c1ccccc1 | -1.7
O=S(=O)(c1ccc(F)cc1)N1CCN(c2nc(-c3ccc(F)cc3)cs2)CC1 | 0.15
C=CCNC(=O)CN1CCC(O)(c2ccccc2)CC1 | -0.51
CCC(=O)N1CCc2cc(S(=O)(=O)NC(C(=O)N3CCc4ccccc4C3)C(C)C)ccc21 (stereo not given) | 1.4
COc1cccc(N/C=C(\C#N)c2ccc(OCCCF)cc2)c1 | 0.18
CCCCCCN1CC(O)=C(c2ccccc2)C1=N | 1.4
CCn1c(SCc2nc(-c3ccccc3)no2)nnc1-c1ccco1 | -0.45
N#CC1=C(SCC(N)=O)NC2=C(C(=O)c3ccccc32)C1c1ccc(Cl)cc1 (stereo not given) | 0.46
O=C(NCc1ccco1)c1ccccc1Br | 0.25
Cc1ccc(S(=O)(=O)N2CCC(=O)N(C(COCc3cccc(C(F)(F)F)c3)Cc3ccccc3)CC2)cc1 (stereo not given) | 0.2
Cc1ccc(NC(=O)NC2C(NC(=O)Nc3ccc(C)cc3)N(C)C(=O)N2C)cc1 (stereo not given) | -0.016
CCCCOC(=O)n1c(=O)oc2cc(S(=O)(=O)N3CCCCC3)ccc21 | -4.8*
CCOc1ccc2c(c1)C(c1ccc(C)cc1)=NNC(c1ccc(C)cc1)=N2 | -3.5
COc1ccc(NC(=O)CN2CCN(c3nc(-c4cccc(OC)c4)cs3)CC2)cc1 | -1.2
COc1ccc(S(=O)(=O)n2c(CCN3CCOCC3)nc3ccccc32)cc1 | -1.2
CCn1nnc(C(=O)O)c1C(=O)O | 0.032
The list continues:
SMILES | Cav32 inh
N#Cc1c(NC(=O)CN2CCN(S(=O)(=O)c3ccc4c(c3)OCCO4)CC2)sc2c1CCC2 | 3.1
Cc1cc(NC(=O)c2cc(-c3cccs3)nc3ccccc23)no1 | -0.88
CCOc1c2ccc(C(=O)NCc3ccc(C(F)(F)F)cc3C(F)(F)F)cc2nn1C | -0.99
CS(=O)(=O)Nc1ccc(C(=O)NCCC2=CCCCC2)cc1 | -0.19
O=C(CSc1nnc(COc2ccccc2)o1)c1ccccc1 | -0.19
CCOC(=O)C1=C(c2ccccc2)NC(=O)NC1c1ccc(OCC#N)c(OC)c1 (stereo not given) | -0.073
CC(C)C(=O)Nc1ncc(C(F)(F)F)cc1Cl | 1.2
COc1ccc(-c2sccc2C(C)C(=O)O)cc1 (stereo not given) | 1.3
CC1CCN(c2c(NCc3ccc(C(=O)NCc4cccnc4)cc3)c(=O)c2=O)CC1 | -0.36
CC1(C)Cc2ccccc2C(=NCCCC(=O)O)N1 | 0.34
CCOC(=O)C1CCCN(c2cc(C)nc3cc(-c4ccc(F)cc4)nn23)C1 (stereo not given) | -2.2
CCCC1(C(=O)O)NC(c2ccc(OC)cc2O)C2C(=O)N(c3ccc(OC)cc3)C(=O)C21 (stereo not given) | 0.98
COC(=O)c1nc(NC(=O)c2ccc(Cl)cc2)n[nH]1 | 1
CCc1ccc(-c2cc(C(=O)Nc3ccc(S(=O)(=O)NC(C)=O)cc3)c3ccccc3n2)cc1 | 1.2
Cc1csc(SCC(=O)Nc2cccc3nsnc23)n1 | -3.2
COC(=O)c1ccsc1NC(=O)c1ccc(Cl)s1 | 2.8
c1ccc2c(CNc3ccc(CNc4ncn[nH]4)cc3)cccc2c1 | -0.82
CN(C)S(=O)(=O)c1ccc(C(=O)NCc2cccs2)cc1 | 0.85
CCOc1cc(NC(=S)Nc2cccc(OC)c2)c(OCC)cc1NC(=O)C(C)C | 0.66
O=C(O)CS(=O)(=O)c1ccc(Oc2ccc(S(=O)(=O)CC(=O)O)cc2)cc1 | -0.067
CCOC(=O)Cn1c(-c2ccc(Cl)nc2)nc2ccccc21 | 0.29
COc1ccc(C2OCC3(CO2)SC(N)=NC3=O)cc1 (stereo not given) | 0.32
CCOc1ccccc1C(=O)N(Cc1ccccc1)Cc1cc2cc3c(cc2[nH]c1=O)OCCO3 | 0.08
COC(=O)C1=C(C(=O)OC)[C@@H]2N(C)c3ccc(OC)cc3[C@@]23C[C@@H](C(=O)OC)N(C(=O)COCc2ccccc2)C3=N1 | -0.034
O=C(Nc1ccccc1N(C(=O)c1ccco1)S(=O)(=O)c1cccs1)c1ccco1 | -0.29

4 compounds from above, sorted by molecular weight, highest first:
SMILES | Cav32 inh
CCc1ccc(-c2cc(C(=O)Nc3ccc(S(=O)(=O)NC(C)=O)cc3)c3ccccc3n2)cc1 | 1.2
CCOC(=O)C1=C(c2ccccc2)NC(=O)NC1c1ccc(OCC#N)c(OC)c1 (stereo not given) | -0.073
CCOC(=O)Cn1c(-c2ccc(Cl)nc2)nc2ccccc21 | 0.29
CC1(C)Cc2ccccc2C(=NCCCC(=O)O)N1 | 0.34

Arranged by the number under Cav32 inh (highest first): 3 of the compounds above.
SMILES | Cav32 inh
O=C(CSc1nnc(COc2ccccc2)o1)c1ccccc1 | -0.19
O=C(Nc1ccccc1N(C(=O)c1ccco1)S(=O)(=O)c1cccs1)c1ccco1 | -0.29
Cc1csc(SCC(=O)Nc2cccc3nsnc23)n1 | -3.2

Next section.
SMILES | Cav32 inh
CC(C)CC(NS(=O)(=O)c1ccccc1)C(=O)O (stereo not given) | -0.12
NC[C@H]1O[C@H](O[C@H]2[C@H](O)[C@@H](O[C@H]3O[C@H](CO)[C@@H](O)[C@H](N)[C@H]3O)[C@H](N)C[C@@H]2N)[C@H](N)C[C@@H]1O | 0.89
COCCNC(=O)C(c1ccc(C)o1)N(CC1CCCO1)C(=O)Cn1nnc2ccccc21 (stereo not given) | -0.088
C=CCn1c(C(C)NC(=O)CC)nc2ccccc21 (stereo not given) | -0.34
COc1ccc(NC(=O)CN2C(=O)CC(C)(C)S(=O)(=O)c3ccccc32)cc1 | 0.16
S=c1[nH]nc2c3c4c(sc3ncn12)CCCC4 | 3.6
CCOC(=O)c1c(C)[nH]c(C(=O)CN2CC(C)OC(C)C2)c1C (stereo not given) | -0.1
CC(=O)C(Sc1ncnc2c1nnn2-c1ccc(F)cc1)C(=O)N(C)C (stereo not given) | 2.4
N#Cc1c(SCC(=O)Nc2nccs2)nc2c(c1-c1ccco1)CCCC2 | 0.69
CCCCN1C(=O)c2ccc(C(=O)Nc3cccnc3)cc2C1=O | -0.22
Cc1nc2ccccc2n1CC(=O)N/N=C\C=C\c1ccccc1 | 0.49
CCn1c(SCC(=O)Nc2cccc(C)c2)nc2c(c1=O)SC(C)C2 (stereo not given) | 0.022
CCN(CC)S(=O)(=O)c1ccc2c3c(cccc13)C(=O)S2 | -2.6
O=C(CCN1C(=O)C2C3C=CC(C3)C2C1=O)Nc1c(F)cc(F)cc1Br (stereo not given) | 0.07
CC(OC(=O)c1cccs1)C(=O)NCc1ccc2c(c1)OCO2 (stereo not given) | 0.51
COC(=O)c1sc(NC(=O)C2CCCCC2C(=O)O)c(C(=O)OC)c1C (stereo not given) | 1.1
CCSc1nnc(NC(=O)CSc2nccn2-c2cccc(C)c2C)s1 | -7.1*
C#CCOCCOCCOCCNc1nc(N2CCN(C(=O)[C@H](C(C)C)n3cc(CCO)nn3)CC2)nc(N2CCN(C(=O)[C@H]([C@@H](C)CC)n3cc(CCCN=C(N)N)nn3)CC2)n1 | 0.092
COc1ccc(OC)c(C(=O)c2ccc(C(=O)O)cc2)c1 | -3.2
O=C(CCNS(=O)(=O)c1ccc2c(c1)CCC(=O)N2)Nc1ccc2c(c1)OCCO2 | -0.56
COc1cccc(C2C(C(=O)c3cc4ccccc4o3)=C(O)C(=O)N2CCN(C)C)c1OC (stereo not given) | 0.77
Cc1ccc(-n2nnnc2SCC(N)=O)c(C)c1 | -0.016
CCOC(=O)N1CCN(C(=O)c2cccc(OC)c2OC)CC1 | 0.042
CC(=O)c1cccc(N2C(=NC(=O)C(C)C)SC3CS(=O)(=O)CC32)c1 (stereo not given) | 1.6
Cc1cccc(C)c1NC(=O)C(=O)NCc1ccccn1 | 1.5
Next section.
SMILES | Cav32 inh
Cc1cc(C)c2c(-n3cccc3)n[nH]c2n1 | 1.3
O=c1[nH]cnc2c1ncn2[C@H]1CC[C@@H](CO)O1 | -2
Cc1cc(NC(=O)c2cnccn2)no1 | 0.81
CCOC(=O)c1c(C)nc2sc(C(=O)Nc3ccc(C(C)=O)cc3)c(N)c2c1-c1ccc(OC)cc1 | 0.036
COc1ccc(C2CC(c3ccco3)n3ncnc3N2)cc1 (stereo not given) | 0.17
COCCNC(=O)c1ccc(NC(C)=O)cc1 | 0.42
COCCCNC(=O)c1cc2c(s1)CS(=O)(=O)C2 | 0.51
CC1(C)CC(=O)c2c(noc2-c2ccccc2)C1 | -0.31
CCOc1ccc(NC(C)c2cc(Cl)ccc2O)cc1 (stereo not given) | -1.6
COc1ccc(Cn2nnnc2CN(Cc2cc3cccc(C)c3[nH]c2=O)C2CCCC2)cc1 | -0.29
O=C(Cn1cnc2c(cnn2-c2ccccc2)c1=O)NC1CCCC1 | -0.51
O=C(CSCc1ccc(Cl)cc1)c1ccco1 | -1.3
CCN(C(=O)c1cn(C)c(=O)c2cc(OC)c(OC)cc12)c1ccccc1C | 0.77
CNC(=O)n1ccc(C(=O)N2CCCCC2)n1 | -0.042
O=C(CCCCn1c(=O)[nH]c2ccsc2c1=O)NCC1CCCO1 (stereo not given) | 0.06
CCOC(=O)C1=C(CSc2nc(-c3ccncc3)ccc2C#N)OC(N)=C(C#N)C1c1cccnc1 (stereo not given) | -5*
Cc1noc(C)c1C(=O)NC(C)C1CCCO1 (stereo not given) | 0.12
CCN(CC)S(=O)(=O)c1cccc(C(=O)OCc2cc(=O)n3nc(C)sc3n2)c1 | -0.1
COc1ccc(Nc2nc(C)cc(-c3cc(-c4ccccc4)on3)n2)cc1 | 0.69
O=C(CSc1ncn[nH]1)N1N=C2/C(=C/c3ccco3)CCCC2C1c1ccco1 (stereo not given) | -4.1*
CCCSc1nc(C)cc(=O)[nH]1 | -0.28
COc1cc2c(C(=O)NCc3ccccn3)cn(CC(C)C)c(=O)c2cc1OC | -1.1
Cc1cc(OCC(=O)N(C)C)c2c(-c3ccccc3)cc(=O)oc2c1 | -0.042
CN1CCC(=O)N([C@H](CSc2ccc(Br)cc2)c2ccccc2)CC1 | 0.4
CC(=O)C1=C(C)Nc2ncnn2C1c1ccccc1Cl (stereo not given) | -1.9
Additional compounds
SMILES | Cav32 inh
CC(=O)Nc1cccc(NC(=O)c2ccco2)c1 | -0.22
COc1ccc2cc(S(=O)(=O)N3CCOCC3)ccc2c1 | -0.13
CCc1ccc(OCC(=O)Nc2ccc(-c3nc4ccccc4o3)c(O)c2)cc1 | 0.13
CCCc1nc2ccccc2[nH]1 | 0.58
CCC(c1nnnn1Cc1ccco1)N(Cc1cc2cc(C)cc(C)c2[nH]c1=O)CC1CCCO1 (stereo not given) | -3.1
CSc1nc(NCc2ccccc2)c2c3c(sc2n1)CN(C)CC3 | -0.0055
O=C1c2cccc3cc(Br)cc(c23)C(=O)N1Nc1ccccc1 | -0.86
COc1ccccc1C(=O)Nc1nc(-c2ccc(S(=O)(=O)N3CCOCC3)cc2)cs1 | -0.82
C#CC(C)(CC)NC(=O)c1cc(OC)c(OC)c(OC)c1 (stereo not given) | 0.042
COCCOc1cc(Nc2nnc(C(F)(F)F)s2)c(Cl)cc1Cl | -1.8
Cc1cccc(NS(=O)(=O)c2cccs2)n1 | -0.016
O=C(COC(=O)c1n[nH]c2ccccc12)NC(=O)NCc1ccco1 | -0.064
CCCCOC(=O)Cn1c(=N)n(CCC)c2ccccc21 | -0.00088
Nc1nc(CSc2nc3ccccc3[nH]2)nc(N2CCOCC2)n1 | 0.67
COc1ccc(CNCCCO)cc1OC | 0.9
Cc1nc(-c2ccccc2)sc1C1(C)CC(c2ccccc2F)=NO1 (stereo not given) | -0.03
CCn1c(C)csc1=NC(=O)c1ccccc1O | 0.17
CC(=O)Nc1ccc(S(=O)(=O)CCC#N)cc1 | 0.54
O=C(NCCCN1CCOCC1)c1cc(-c2cccs2)on1 | 0.84
Cc1ccc2nc(NC(=O)C3CCN(S(=O)(=O)c4cccnc4)CC3)sc2c1 | -0.39
Cc1ccc(Cn2ccc(NC(=O)c3cc(-c4ccco4)on3)n2)cc1 | -0.21
Cc1ccc(O)c(NC(=O)c2cccc(NC(=O)c3ccco3)c2)c1 | -0.083
Cc1nc2ccc(S(=O)(=O)NCC(=O)NCCN3CCCCCC3)cc2s1 | -0.33
CC1(C)CC(=O)c2cc(OCC(=O)N3CCOCC3)ccc2O1 | 1.2

Two records picked at random from those above, as already listed:
SMILES | Cav32 inh
C#CC(C)(CC)NC(=O)c1cc(OC)c(OC)c(OC)c1 (stereo not given) | 0.042
COc1ccc2cc(S(=O)(=O)N3CCOCC3)ccc2c1 | -0.13

Printed as active in Cav32 inh, of those listed so far:
SMILES | Cav32 inh
Cc1ccc(C)c(S(=O)(=O)Nc2ccccc2C(=O)Nc2ccccc2N2CCOCC2)c1 | -4.9*
CCCCOC(=O)n1c(=O)oc2cc(S(=O)(=O)N3CCCCC3)ccc21 | -4.8*
CCSc1nnc(NC(=O)CSc2nccn2-c2cccc(C)c2C)s1 | -7.1*
CCOC(=O)C1=C(CSc2nc(-c3ccncc3)ccc2C#N)OC(N)=C(C#N)C1c1cccnc1 (stereo not given) | -5*
O=C(CSc1ncn[nH]1)N1N=C2/C(=C/c3ccco3)CCCC2C1c1ccco1 (stereo not given) | -4.1*
